Screening data deposited in PubChem BioAssay by several laboratories.
MsrA inhibitor – inhibits bovine methionine sulfoxide reductase A; 0.75% of 360,000 active; inhibition, % at 15.5 µM; purified bovine MsrA, absorbance read-out; in the data active = inhibition above about 4.5%;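 note: 0% = vehicle wells with enzyme and 100% = reference inhibitor wells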
SUMO1-SIM PPI – modulators of human SUMO1-mediated protein-protein interactions | P63165 | SUMO1 binding to a labelled peptide, TR-FRET, 1 h | inhibition, % at 20 µM | 0.33% of 360,000 active | AID 602429; in the data active = inhibition above about 37%
Target sequence (P63165 whole entry, looked up): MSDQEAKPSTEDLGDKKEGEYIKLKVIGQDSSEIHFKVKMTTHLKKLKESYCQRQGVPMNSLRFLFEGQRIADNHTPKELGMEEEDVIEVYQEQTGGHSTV
STEP block – blocks human striatal-enriched tyrosine phosphatase; P54829; recombinant STEP, OMFP fluorogenic substrate, fluorescence; inhibition, % at 20 µM; 0.25% of 360,000 active; AID 588621;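 active = inhibition at 20 µM, scaled per plate between control wells, above about 37%, limit read from the data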;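 note: 0% = DMSO with enzyme and substrate and 100% = substrate only without enzyme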
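System: STEP phosphatase, cell-free reaction; Buffer or medium: Bis-Tris pH 6.0 buffer with DTT, detergent; Incubation: 20 min at room temperature, dark; Measured by: fluorescence, 480/540 nm.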
NadD inh – NadD (S. aureus) enzyme inhibition. inhibition, % at 20 µM. 0.78% of 360,000 active. purified NadD enzyme, colorimetric absorbance read-out; in the data active = inhibition above about 26%; note: some compounds past the cut are filed as inactive
LMPTP block – blocks human LMPTP phosphatase. recombinant LMPTP-A, OMFP fluorogenic substrate, fluorescence intensity. inhibition, % at 20 µM. 0.22% of 360,000 active;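 active = compounds that cut the enzyme signal by at least half of the control window in the single-dose screen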;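 note: plate controls were DMSO wells with enzyme plus substrate for no effect and substrate without enzyme for full effect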
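Test system: LMPTP-A, protein tyrosine phosphatase of low molecular weight; Input: 0.625 nM enzyme; Incubation: 50 min dark incubation at room temperature; Signal: endpoint fluorescence intensity from OMFP dephosphorylation; Read-out basis: % inhibition versus control wells.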
TbMetRS inhib – blocks T. brucei methionyl-tRNA synthetase activity. purified T. brucei MetRS, ATP depletion, Kinase-Glo luminescence. inhibition, % at 11.9 µM. 0.4% of 360,000 active. AID 624268;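 active = inhibition above a per-plate cutoff of the control wells' mean inhibition plus 3 SD, cut at about 5.5% in these data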;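 note: 0% = DMSO wells median and 100% = median of wells with control inhibitor compound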
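Assay system: T. brucei methionyl-tRNA synthetase, purified | Medium: HEPES buffer with MgCl2, KCl, DTT, spermine, BSA, pyrophosphatase | Compound: 11.9 µM single point | Incubation: 15 min enzyme-compound preincubation, 2 h reaction, 10 min detection, 25 °C | Measured by: Kinase-Glo luciferase luminescence reporting remaining unconsumed ATP | Measure: % inhibition normalized to control-well medians | Replication: Singlicate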
Scp-1 inhibitor – Scp-1 (human) phosphatase inhibition; inhibition, % at 20 µM; Recombinant Scp1, phosphopeptide, malachite green phosphate absorbance; 0.88% of 340,000 active;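 active = inhibition above about 50% at 20 µM, limit read from the data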;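 note: plate controls were DMSO wells with enzyme for no effect and wells lacking enzyme for full effect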
Target sequence (Q9GZU7 76-261 limits assumed): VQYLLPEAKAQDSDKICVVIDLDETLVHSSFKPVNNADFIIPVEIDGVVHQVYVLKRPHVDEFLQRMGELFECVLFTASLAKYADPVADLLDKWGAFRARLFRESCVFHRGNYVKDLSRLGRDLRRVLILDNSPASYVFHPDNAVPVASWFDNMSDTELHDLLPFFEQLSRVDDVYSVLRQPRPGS
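Incubation: 45 min enzyme reaction at room temperature / System: truncated SCP-1 phosphatase (76-261aa) / Reagent: Phospho 17-mer peptide substrate / Buffer or medium: Acidic Tris acetate buffer with magnesium and detergent / Signal: absorbance at 630 nm / Doses: one concentration, 20 µM, with 1.0% DMSO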
DNMT1 block – blocks human DNA methyltransferase DNMT1. 0.83% of 360,000 active. P26358. inhibition (reported as % activation of signal), % at 10 µM. DNMT1 molecular beacon, Hinp1I cleavage, fluorescence; in the data active = inhibition above about 50%
CSN inh – CSN deneddylation inhibition; Q92905; Purified CSN, SCF-Nedd8-OG deneddylation, fluorescence polarization; inhibition, % at 12.5 µM; 0.38% of 360,000 active; AID 651999;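 active = pattern-corrected inhibition above about 35%, with an unprinted fluorescence ratio check between 0.5 and 1.5, limit read from the data, passing the limit was not always enough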;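 note: 0% = enzyme with substrate and 100% = substrate without enzyme; some results filed as inactive read as strong as hits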
Target sequence (Q92905 whole entry, looked up, one chain of several): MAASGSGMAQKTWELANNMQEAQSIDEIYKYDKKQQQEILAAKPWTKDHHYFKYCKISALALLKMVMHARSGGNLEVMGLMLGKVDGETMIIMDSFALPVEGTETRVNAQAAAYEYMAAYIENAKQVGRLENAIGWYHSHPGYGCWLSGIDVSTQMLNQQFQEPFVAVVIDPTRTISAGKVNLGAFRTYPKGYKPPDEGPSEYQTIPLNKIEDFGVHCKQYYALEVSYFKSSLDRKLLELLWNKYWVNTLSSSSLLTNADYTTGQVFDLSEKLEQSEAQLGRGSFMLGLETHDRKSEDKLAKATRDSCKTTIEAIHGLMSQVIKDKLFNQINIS
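Assay system: purified human Csn5 enzyme expressed in HEK293T cells; Input: 0.24 nM Csn5 enzyme, final concentration; Reagent: 10 nM SCFSkp2-Nedd8OG; Compound dosing: 12.5 µM single point; Times: reaction 90 min, room temperature; Technique: fluorescence polarization readout.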
Rpn11 inh – blocks the human proteasome subunit Rpn11 | O00487 | human 26S proteasome, Ub4-pepOG fluorescence polarization; 20S core pre-blocked with epoxomicin | calls only at 20 µM | 0.59% of 360,000 active;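 active = inhibition at 20 µM, scaled to each plate's controls, above about 33%, limit read from the data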
Target sequence (O00487 whole entry, looked up): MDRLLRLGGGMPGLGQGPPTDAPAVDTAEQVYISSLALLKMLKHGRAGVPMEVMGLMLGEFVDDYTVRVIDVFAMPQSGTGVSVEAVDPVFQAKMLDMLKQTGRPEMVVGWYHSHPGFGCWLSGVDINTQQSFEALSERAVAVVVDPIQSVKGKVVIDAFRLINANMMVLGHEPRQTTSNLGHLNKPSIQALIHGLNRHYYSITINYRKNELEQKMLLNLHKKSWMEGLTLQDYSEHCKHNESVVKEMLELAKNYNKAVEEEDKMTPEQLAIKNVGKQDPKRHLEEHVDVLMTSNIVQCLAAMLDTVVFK
Active calls of the source: *; i = inactive; x = not tested or not shown.

SMILES	MsrA inhibitor	SUMO1-SIM PPI	STEP block	NadD inh	LMPTP block	TbMetRS inhib	Scp-1 inhibitor	DNMT1 block	CSN inh	Rpn11 inh
O=C1/C(=C/c2ccc(F)cc2)SC(=S)N1CC(=O)N1CCCCC1c1cccnc1 (configuration not stated)	1.9	-27	9	23	4.1	-0.3	2	-5	3	i
COc1ccc(CCNC(=O)Cc2cccc(C(F)(F)F)c2)cc1OC	-0.2	5	1	-8	-0.2	0.0	-9	0	-3	i
O=C(CN(CCc1ccccc1)S(=O)(=O)c1ccc(Br)cc1)N/N=C/c1ccccc1C(=O)O	-1.1	6	3	16	2.0	-1.3	3	3	-8	i
CCS(=O)(=O)N1CCN(c2nc(-c3ccccc3)cs2)CC1	0.8	-4	-2	1	0.1	-0.3	-2	-7	4	i
CCOCCCn1c(SC(C(=O)Nc2cc(C)ccc2C)c2ccccc2)nnc1-c1ccc(Cl)cc1 (configuration not stated)	-0.2	-1	-2	-3	-0.7	0.2	-2	-4	2	i
O=C(Nc1ccccn1)c1ccc(CN(c2ccccc2)S(=O)(=O)c2ccccc2)cc1	0.3	2	1	-2	3.2	-0.5	-5	-6	1	i
O=C(CCCN1C(=O)/C(=C/c2ccc3c(c2)OCO3)SC1=S)Nc1cccc(C(=O)O)c1	3.4	-18	1	8	2.2	-0.2	-5	2	11	i
CC(=O)CC1(O)C(=O)N(Cc2ccccc2)c2ccccc21 (configuration not stated)	0.4	4	-1	5	-1.9	0.3	-5	0	3	i
O=C1CCC/C1=C/Nc1cccc(F)c1	1.0	-7	5	3	-2.6	-0.4	-11	1	-1	i
COc1c(F)c(F)c(C(=O)O)c(Nc2cc(C)cc(C)c2)c1F	3.0	2	-4	-5	0.4	-0.1	1	-2	2	i
CCCc1c(C(=O)N/N=C(\C)c2ccc(CC(C)C)cc2)nnn1-c1nonc1N	-0.1	0	0	9	-0.2	-0.2	x	11	-3	i
Cc1c(Cl)cccc1NC(=S)N(Cc1cccnc1)Cc1ccccc1Cl	-1.4	0	-2	0	-0.4	-0.8	-2	-3	2	i
CCN1C(=O)c2ccc(C(=O)NCc3ccccc3)cc2C1=O	-0.8	-20	0	-3	-1.2	0.0	27	0	-7	i
Cc1ccc(Cl)cc1N1CCN(C(=O)COc2ccc(S(=O)(=O)NC(C)C)cc2)CC1	-0.2	-2	1	2	1.7	0.7	-4	-7	-4	i
CC1CCN(C(=O)CSc2nncn2C)CC1	1.2	1	4	-1	0.0	-0.1	-5	2	-4	i
Nn1c(COc2ccccc2F)nnc1SCC(=O)NC1CCCCC1	-0.1	-2	-1	-3	-0.8	-0.2	-6	-1	6	i
CC(OC(=O)c1ccc(NC(N)=O)cc1)C(=O)Nc1ccc2c(c1)OCCO2 (configuration not stated)	0.8	-1	0	-2	1.0	0.0	-13	-4	-3	i
COCCCn1c(SCC(=O)NCc2ccccc2)nc2ccccc2c1=O	0.6	3	-4	-2	-1.2	-0.1	0	-4	1	i
c1ccc(CN2CCN(c3ncccn3)CC2)cc1	-0.2	4	1	-3	-1.8	-0.7	-5	0	-1	i
CCCc1cc(C(=O)NC2CCCCC2)no1	-1.4	-5	-4	-3	-0.8	0.6	-5	1	1	i
COc1ccc(C(C(=O)NC2CCCC2)N(C(=O)c2snc(-c3ccc(F)cc3)c2N)c2ccc(OC)cc2)cc1 (configuration not stated)	1.8	2	0	19	0.9	0.6	-9	9	-6	i
Cc1ccc(S(=O)(=O)NCCC(=O)NCC(c2ccco2)N2CCCCC2)cc1C (configuration not stated)	-0.5	-1	-2	-2	-0.7	-0.3	-1	1	6	i
CC(=O)c1ccc(OCC(=O)Nc2ccc3c(c2)OCO3)cc1	0.7	0	-2	-2	-1.2	-0.2	x	3	4	i
COc1ccccc1NC(=O)CSc1ccc(-c2ccccn2)nn1	1.0	8	1	-1	-0.2	-0.3	-5	1	-1	i
CC1=NN(c2ccc(C)cc2C)C(=O)C1C(c1ccccc1O)C1C(=O)N(c2ccc(C)cc2C)N=C1C (configuration not stated)	-0.1	16	-2	21	2.1	-0.6	9	-11	1	i
COc1cccc(C2C(C(=O)c3ccc(C)o3)=C(O)C(=O)N2CCN2CCOCC2)c1OC (configuration not stated)	0.3	-5	2	-3	-1.5	-0.3	-15	0	5	i
CCN(C(=O)c1coc(=O)c(Br)c1)c1ccc2c(c1)OCO2	1.4	-9	2	7	1.4	-0.6	-5	-11	-10	i
COCCCNC(=O)c1ccc(CN2CCc3ccccc3C2)cc1	-0.5	-1	3	-6	0.9	-0.3	-5	1	-1	i
CCNC(=S)N(Cc1c(C)noc1C)c1ccccc1	0.0	-3	0	3	0.2	-1.4	7	3	-12	i
CC(=O)NC1CC2CCCC(C1)N2C(=O)Nc1ccc(Cl)c(C(F)(F)F)c1 (configuration not stated)	2.8	-2	2	0	-0.1	0.2	-7	-4	4	i

Results in CSN inh, for some of the entries so far:
Molecule	CSN inh
Cc1c(Cl)cccc1NC(=S)N(Cc1cccnc1)Cc1ccccc1Cl	2
CCN1C(=O)c2ccc(C(=O)NCc3ccccc3)cc2C1=O	-7
Cc1ccc(Cl)cc1N1CCN(C(=O)COc2ccc(S(=O)(=O)NC(C)C)cc2)CC1	-4
CC1CCN(C(=O)CSc2nncn2C)CC1	-4
Nn1c(COc2ccccc2F)nnc1SCC(=O)NC1CCCCC1	6

Remaining list, next part:
SMILES	MsrA inhibitor	SUMO1-SIM PPI	STEP block	NadD inh	LMPTP block	TbMetRS inhib	Scp-1 inhibitor	DNMT1 block	CSN inh	Rpn11 inh
O=C1CCC(C(=O)OC(C(=O)c2c[nH]c3ccccc23)c2ccccc2)=NN1 (configuration not stated)	-0.3	-3	-2	0	-1.5	9.9*	-1	-10	1	i
Cc1nc(Nc2ccc3c(c2)OCO3)c2oc3ccccc3c2n1	0.9	7	2	10	0.8	-0.3	-7	1	2	i
Cc1ccc(N2C(=O)NC(C(F)(F)F)(C(F)(F)F)C3=C2CC(C)(C)CC3=O)cc1	-0.8	0	1	0	-1.3	-0.1	-7	-5	1	i
COc1ccccc1N1CCN(S(=O)(=O)CCNC(=O)C2CC2)CC1	0.1	19	-1	-2	-1.7	-0.4	-7	1	5	i
Cc1cccc(NC(=O)/C(C#N)=C\c2cc(C)n(-c3ccc(C(=O)O)cc3)c2C)c1	4.7*	-7	2	8	-0.6	-0.3	-6	3	0	i
COc1ccc2oc3c(ccc[n+]3C)c(=O)c2c1	1.8	-10	2	19	-1.6	-0.5	x	-1	0	i
Cc1csc(NC(=O)CCCSc2nc3ccccc3s2)n1	-0.6	1	0	-1	1.0	0.5	2	-10	-6	i
COc1ccc(CNC(=O)C2CCN(S(=O)(=O)N3CCC(C)CC3)CC2)c(OC)c1	1.1	1	-3	2	-0.3	-0.3	x	0	-2	i
Cc1ccc2nnn(Cc3cccc(C(C)(C)C)c3O)c2c1	0.8	6	-1	-6	1.5	-0.4	-6	-5	1	i
Cc1ccc(NC(=O)c2cccs2)cc1NC(=O)c1cccnc1	-0.1	7	-4	-4	-1.1	-0.5	-9	3	2	i
CCn1c(C(=O)N2CCc3ccccc3C2)cc2sccc21	1.6	2	2	0	-0.2	-0.3	3	-6	4	i
Cc1nc(NC(=O)CSc2nc3cccnc3n2C2CCCCC2)sc1C	0.7	3	0	-7	-1.3	0.3	-12	0	5	i
Cc1cc(CN2CCN(CCC#N)CC2)c(O)c(C2(C)CCCCC2)c1	1.8	1	1	-6	2.2	-0.8	3	9	1	i
O=C1CCC(C(=O)Nc2ccc(OC(F)F)cc2)N1 (configuration not stated)	0.1	-2	1	3	-2.7	0.5	-11	4	3	i
COc1cc(OC)cc(C(=O)Nc2ccc(N3CCOCC3)cc2N2CCOCC2)c1	1.6	2	-3	5	0.0	-0.4	-8	-21	-3	i
COC(=O)CCc1c(C)c(C(=O)c2cc(F)c(F)c(F)c2F)c2ccccn12	-1.2	-4	1	-5	-0.8	-1.1	-3	-5	-10	i
CC(C)OCC(O)Cn1c(N2CCCC2)nc2c1c(=O)[nH]c(=O)n2C (configuration not stated)	-0.7	0	-1	2	-1.4	0.1	-1	-3	10	i
CSc1ccc(NC(=O)NCc2cccnc2)cc1	-0.2	-2	0	-5	-0.8	-1.0	3	1	6	i
Cc1ccc(C(C)C)cc1NC(=O)Nc1ccc([N+](=O)[O-])cc1	-0.9	-10	-1	-8	5.7	0.8	-17	-6	0	i
Oc1ccc(N2CCN(Cc3c(-c4ccccc4)nc4ccccn34)CC2)cc1	0.5	6	1	-3	15	0.0	2	-3	3	i
CC(=O)N1CCn2c3c(c4cc(C)ccc42)CCCC31 (configuration not stated)	-0.3	-1	-1	1	1.7	0.2	-3	-2	5	i
CCOc1ccc(C(=O)NC(=S)Nc2ccccc2N2CCCCC2)cc1[N+](=O)[O-]	0.5	1	0	6	3.5	-0.2	0	-6	-1	i
Cc1ccnc(SCc2cc(=O)c(OC(=O)c3ccc(S(=O)(=O)N(C)C)cc3)co2)n1	-1.6	-2	-1	3	-0.2	-0.3	0	1	-3	i
Cn1cc(CN2CCCCC2c2ccccn2)c(-c2ccc3c(c2)OCCO3)n1 (configuration not stated)	-0.7	-2	0	2	-1.5	-0.9	5	0	0	i
Cc1cccc(-n2c(SCc3cc(=O)n4ccsc4n3)nc3ccccc3c2=O)c1	0.4	0	2	8	4.4	0.4	-5	1	-1	i
COc1ccc(-n2ncc(S(=O)(=O)c3ccccc3)c2-c2ccc(Cl)cc2)cc1	0.6	0	0	-9	4.3	-0.6	-11	-9	-3	i
COc1cc(/C=C(\C#N)C(=O)NCc2ccccc2)ccc1OCc1ccc(C(=O)O)cc1	3.0	-10	-1	4	0.0	-0.5	2	0	0	i
O=C(NCc1ccc(F)cc1)Nc1ccc(Cl)cc1	0.2	5	-3	-9	0.2	3.3	-6	-1	-3	i
CC(C)(C)c1cc(C(C)(C)C)n(-c2ccccc2)n1	0.2	-3	-2	-5	-0.7	0.0	-6	3	-5	i

Part of the list above, with two lines to a compound:
Screens in order – MsrA inhibitor, SUMO1-SIM PPI, STEP block, NadD inh, LMPTP block, TbMetRS inhib, Scp-1 inhibitor, DNMT1 block, CSN inh, Rpn11 inh
> CCN1C(=O)c2ccc(C(=O)NCc3ccccc3)cc2C1=O
 : -0.8, -20, 0, -3, -1.2, 0.0, 27, 0, -7, i
> COc1ccc(CCNC(=O)Cc2cccc(C(F)(F)F)c2)cc1OC
 : -0.2, 5, 1, -8, -0.2, 0.0, -9, 0, -3, i

Rows are unselected; any-hit rate near 3.9%.
